NadD inh = inhibitors of S. aureus NadD, primary screen, biochemical, colorimetric, uHTS | purified NadD enzyme, colorimetric absorbance read-out | 0.78% of 360,000 active | inhibition, % at 20 µM | Nicotinate-nucleotide adenylyltransferase NadD (Staphylococcus aureus N315); in the data active = inhibition above about 26%; also: some compounds past the cut are filed as inactive
STEP inh = STEP phosphatase inhibitors, primary screen, biochemical, fluorescence intensity, uHTS. Tyrosine-protein phosphatase non-receptor type 5 (Homo sapiens), P54829. recombinant STEP, OMFP fluorogenic substrate. inhibition, % at 20 µM. 0.25% of 360,000 active. AID 588621, 2011;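 active = inhibition at 20 µM, scaled per plate between control wells, above about 37%, limit read from the data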;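 also: 0% = DMSO with enzyme and substrate and 100% = substrate only without enzyme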
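System: STEP phosphatase, cell-free reaction; Buffer or medium: Bis-Tris pH 6.0 buffer with DTT, detergent; Incubation: 20 min at room temperature, dark; Measured by: fluorescence, 480/540 nm.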
PABP1 MLLE inh = inhibitors of PABP1 MLLE–PAM2 peptide binding, primary screen, biochemical, fluorescence polarization, FITC-PAM2, GST-MLLE. Polyadenylate-binding protein 1 (Homo sapiens), P11940. inhibition, % at 20 µM. 0.36% of 360,000 active. AID 588489, 2011; in the data active = inhibition above about 35%, passing the limit was not always enough;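 also: plate controls were DMSO wells with GST-MLLE for no effect and wells lacking GST-MLLE protein for full effect; some results filed as inactive read as strong as hits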
DNMT1 block = human DNMT1 methyltransferase inhibitors, primary screen, biochemical, molecular beacon, fluorescence, HinP1I cleavage, uHTS; DNA (cytosine-5)-methyltransferase 1 (Homo sapiens), P26358; inhibition (reported as % activation of signal), % at 10 µM; 0.83% of 360,000 active; in the data active = inhibition above about 50%
TbMetRS inhib = T. brucei MetRS inhibitors, primary screen, biochemical, luminescence | methionyl-tRNA synthetase (Trypanosoma brucei brucei) | purified T. brucei MetRS, ATP depletion, Kinase-Glo luminescence | inhibition, % at 11.9 µM | 0.4% of 360,000 active;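 active = inhibition above a per-plate cutoff of the control wells' mean inhibition plus 3 SD, cut at about 5.5% in these data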;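 also: 0% = DMSO wells median and 100% = median of wells with control inhibitor compound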
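Material – parasite MetRS enzyme · Medium – HEPES-MgCl2-KCl buffer plus DTT, spermine, BSA, pyrophosphatase · Reagent – ATP, methionine and E. coli bulk tRNA substrates · Times – 15 min enzyme-compound preincubation, 2 h reaction, 10 min detection, 25 °C · Measured by – luminescence of leftover ATP · Evaluation – percent inhibition relative to median high and low control wells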
CSN inh = inhibitors of CSN-mediated cullin deneddylation, primary screen, biochemical, fluorescence polarization, uHTS; COP9 signalosome complex subunit 5 (Homo sapiens), Q92905; Purified CSN, SCF-Nedd8-OG deneddylation; inhibition, % at 12.5 µM; 0.38% of 360,000 active;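 active = pattern-corrected inhibition above about 35%, with an unprinted fluorescence ratio check between 0.5 and 1.5, limit read from the data, passing the limit was not always enough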;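 also: 0% = enzyme with substrate and 100% = substrate without enzyme; some results filed as inactive read as strong as hits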
Target sequence (Q92905 whole entry, looked up, one chain of several): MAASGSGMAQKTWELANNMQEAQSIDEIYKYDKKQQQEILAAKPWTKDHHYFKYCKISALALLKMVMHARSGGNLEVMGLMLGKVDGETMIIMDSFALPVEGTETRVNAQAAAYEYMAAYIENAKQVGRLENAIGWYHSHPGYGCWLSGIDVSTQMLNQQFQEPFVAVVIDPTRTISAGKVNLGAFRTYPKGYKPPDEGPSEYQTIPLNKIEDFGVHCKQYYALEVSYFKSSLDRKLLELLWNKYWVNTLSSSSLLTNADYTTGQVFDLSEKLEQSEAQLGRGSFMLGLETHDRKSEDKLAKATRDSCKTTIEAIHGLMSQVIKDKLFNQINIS
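Detection – fluorescence polarization · System – HEK293T-derived human Csn5 enzyme · Controls – substrate-only high control, full reaction low control · Timing – 90 min, room temperature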
SUMO1-SIM PPI = modulators of SUMO1 protein-protein interactions, primary screen, biochemical, uHTS. Small ubiquitin-related modifier 1 (Homo sapiens), P63165. SUMO1 binding to a labelled peptide, TR-FRET, 1 h. inhibition, % at 20 µM. 0.33% of 360,000 active; in the data active = inhibition above about 37%
Target sequence (P63165 whole entry, looked up): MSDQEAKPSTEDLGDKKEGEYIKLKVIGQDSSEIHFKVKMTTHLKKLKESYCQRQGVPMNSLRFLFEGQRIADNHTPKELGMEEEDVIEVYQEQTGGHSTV
Scp1 inh = Scp-1 phosphatase inhibitors, primary screen, biochemical, colorimetric, uHTS; Carboxy-terminal domain RNA polymerase II polypeptide A small phosphatase 1 (Homo …; 0.88% of 340,000 active; Recombinant Scp1, phosphopeptide, malachite green phosphate absorbance; inhibition, % at 20 µM;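 active = inhibition above about 50% at 20 µM, limit read from the data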;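 also: plate controls were DMSO wells with enzyme for no effect and wells lacking enzyme for full effect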
Target sequence (Q9GZU7 76-261 limits assumed): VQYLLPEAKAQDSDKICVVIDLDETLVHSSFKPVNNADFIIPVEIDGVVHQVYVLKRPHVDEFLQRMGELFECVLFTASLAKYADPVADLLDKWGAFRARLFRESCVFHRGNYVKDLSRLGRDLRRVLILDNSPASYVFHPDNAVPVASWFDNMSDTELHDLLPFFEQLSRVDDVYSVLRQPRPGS
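Test system: SCP-1 phosphatase catalytic domain, residues 76-261; measured by: colorimetric phosphate reagent with accelerator and stabiliser, absorbance at 630 nm; timing: enzyme reaction 45 min at room temperature, colour 5 min, stabilisation 30 min; also added: Phosphorylated 17-residue peptide substrate; compound dosing: one concentration, 20 µM, with 1.0% DMSO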
Rpn11 block = Rpn11 (PSMD14) deubiquitinase inhibitors, primary screen, biochemical, fluorescence polarization, uHTS; human 26S proteasome, Ub4-pepOG fluorescence polarization; 20S core pre-blocked with epoxomicin; calls only at 20 µM; 0.59% of 360,000 active;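 active = inhibition at 20 µM, scaled to each plate's controls, above about 33%, limit read from the data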
LMPTP inh = LMPTP phosphatase inhibitors, primary screen, biochemical, fluorescence intensity, uHTS; recombinant LMPTP-A, OMFP fluorogenic substrate; inhibition, % at 20 µM; 0.22% of 360,000 active;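 active = compounds that cut the enzyme signal by at least half of the control window in the single-dose screen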;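 also: plate controls were DMSO wells with enzyme plus substrate for no effect and substrate without enzyme for full effect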
Target sequence (P24666 whole entry, looked up): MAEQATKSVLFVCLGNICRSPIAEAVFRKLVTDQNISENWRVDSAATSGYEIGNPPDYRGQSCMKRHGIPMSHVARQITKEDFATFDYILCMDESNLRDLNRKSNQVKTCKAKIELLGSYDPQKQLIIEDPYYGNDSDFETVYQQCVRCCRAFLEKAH
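Assay system: LMPTP-A phosphatase enzyme | Input: 0.625 nM enzyme | Also added: Fluorogenic phosphatase substrate OMFP at 400 µM final | Compound dosing: One test concentration per compound, 20 µM, with 3% DMSO overall | Schedule: 50 min enzyme reaction at room temperature, protected from light | Signal: Fluorescence intensity | Benchmarks: no-enzyme and uninhibited controls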
Numbers without * were called inactive; i = inactive; + = active, no number.

Value order – NadD inh | STEP inh | PABP1 MLLE inh | DNMT1 block | TbMetRS inhib | CSN inh | SUMO1-SIM PPI | Scp1 inh | Rpn11 block | LMPTP inh
- CC(C)(C)NC(=O)COc1coc(CN2CCN(C(=O)c3ccco3)CC2)cc1=O
 : 0 | -2 | 9 | 0 | -0.4 | 1 | -1 | -2 | i | -0.4
- CCS(=O)(=O)NCC(c1ccco1)N1CCN(c2ccc(F)cc2)CC1 (stereo not drawn)
 : -3 | 2 | 8 | -1 | -0.3 | -2 | 2 | -2 | i | -0.2
- NC1=NC[C@H](Cc2ccc(O)cc2)N1CCc1cccc(F)c1
 : -6 | -2 | -10 | 3 | -0.8 | -3 | 4 | 1 | i | -1.8
- COc1ccccc1Cn1c(CO)nc2ccccc21
 : 1 | 0 | 3 | -3 | 0.2 | 0 | 2 | -7 | i | -0.1
- COc1ccc(C(=O)NCCCn2nc(C)cc2C)cc1S(=O)(=O)N1CCOCC1
 : -5 | 1 | -7 | 7 | -0.4 | 2 | 5 | 1 | i | -1.4
- O=C(c1cccc(F)c1)N1CCN(C(=O)c2nn3cccnc3c2Cl)CC1
 : 2 | 1 | -2 | 3 | -1.4 | 0 | -5 | -9 | i | -1.1
- O=C(Cc1ccccc1)n1nc(-c2ccccc2)nc1NCc1ccco1
 : -10 | -2 | -4 | -2 | -0.6 | -2 | -3 | -3 | i | -0.8
- COCCN(C(=O)Nc1ccc(F)cc1F)c1nc2ccccc2s1
 : -2 | -1 | 11 | 4 | -1.7 | -5 | -1 | -9 | i | -1.0
- O=C(CSc1ncccn1)N1CCN(C(c2ccccc2)c2ccccc2)CC1
 : 16 | 5 | -118 | -3 | -0.7 | -5 | 0 | 4 | i | -2.5
- CCOc1ccc(NC(=O)CC(Cc2ccc(Cl)cc2)C(=O)O)cc1 (stereo not drawn)
 : -4 | 0 | -11 | -1 | -0.9 | -1 | -2 | -12 | i | -2.0
- NC1=NN(c2ccccc2)C(=O)C1
 : 2 | -2 | -2 | -3 | -0.2 | -4 | 2 | -7 | i | 0.7
- CC(C)c1ccc(N(C(=O)c2ccco2)C(C(=O)NC2CCCC2)c2cccnc2)cc1 (stereo not drawn)
 : 6 | -2 | -9 | 1 | 0.0 | 0 | 2 | -4 | i | -0.8
- COc1cc2c(cc1OC)[C@@H](NC(=O)C(C)C)[C@H](OCc1ccccc1)C2
 : 2 | -1 | -6 | 4 | -0.8 | 2 | 3 | -4 | i | -1.1
- Cc1c(C(=O)Nc2ccc(-c3nnc4n3CCCCC4)cc2)oc2c1ccc1ccccc12
 : -2 | 4 | -15 | -24 | -0.5 | -5 | -2 | 25 | i | 12
- Cc1ccc(S(=O)(=O)Cn2nnnc2C(CC(C)C)N2CCC(C(N)=O)CC2)cc1 (stereo not drawn)
 : 1 | -2 | -15 | 1 | -0.8 | -1 | 2 | 5 | i | 0.1
- Cc1nnc(Cl)c2nn(-c3ccccc3F)c(C)c12
 : 0 | -2 | -2 | 1 | -0.1 | 0 | 3 | -7 | i | -4.8
- O=C(CCNS(=O)(=O)c1cccs1)N1CCN(c2cccc(Cl)c2)CC1
 : -7 | -1 | 16 | -1 | -0.9 | -5 | 5 | -8 | i | 0.3
- F[B-](F)(F)c1cc2ccccc2s1
 : 1 | -2 | 12 | 4 | -1.2 | 4 | 3 | -8 | i | -2.2
- CC1(c2ccc(Cl)cc2Cl)OCC(Cn2ccnc2)O1 (stereo not drawn)
 : 6 | -6 | 0 | 0 | -1.5 | 3 | 2 | -7 | i | 0.2
- COc1ccc(N2CC(C(=O)OC(C)C(=O)c3ccccc3)CC2=O)cc1 (stereo not drawn)
 : -8 | -2 | 5 | 1 | -0.9 | 1 | -2 | -6 | i | -0.9

Further results follow.
Value order – NadD inh | STEP inh | PABP1 MLLE inh | DNMT1 block | TbMetRS inhib | CSN inh | SUMO1-SIM PPI | Scp1 inh | Rpn11 block | LMPTP inh
- CCN(C(=O)COC(=O)c1oc2ccc(OC)cc2c1C)C1CCCCC1
 : -1 | 1 | -12 | -7 | 0.2 | 3 | 1 | -8 | i | 1.5
- CN(Cc1nc(-c2ccccc2)no1)C(=O)c1ccc2c(c1)OCO2
 : -7 | 2 | 2 | 2 | -0.7 | 6 | 3 | 3 | i | -1.1
- COCCNC(=S)Nc1ccc2nc(N3CCOCC3)cc(C)c2c1
 : -3 | 3 | -19 | -9 | -0.6 | 0 | -11 | -7 | i | -1.0
- COc1ccc(CC(=O)c2ccc(OC3OC(CO)C(O)C(O)C3O)cc2O)cc1 (stereo not drawn)
 : 0 | -1 | 4 | 1 | 0.3 | 4 | 0 | -7 | i | -1.6
- O=C(NCCNC(=O)c1cc(OCC(F)(F)F)ccc1OCC(F)(F)F)Nc1ccc(OC(F)(F)F)cc1
 : -1 | 1 | -2 | -9 | -0.6 | -3 | 0 | -8 | i | 1.7
- CN(C)c1ncc(S(=O)(=O)c2ccccc2)c(=O)[nH]1
 : -3 | 2 | 23 | 1 | 0.1 | -1 | 17 | -10 | i | -1.3
- CN1CCN(C(=O)/C(=C\c2ccc3c(c2)OCO3)NC(=O)c2cccs2)CC1
 : -7 | 2 | 3 | -1 | -0.8 | -5 | -1 | -3 | i | -0.5
- Cc1cc(C)cc(NC(=O)CCN2C(=O)c3ccccc3S2(=O)=O)c1
 : 2 | 0 | -2 | 4 | 0.3 | -4 | 15 | -9 | i | 0.4
- Oc1c(CN2CCc3ccccc3C2)cc(Cl)c2cccnc12
 : -1 | 0 | 23 | -9 | 0.4 | -2 | -17 | 0 | + | 5.7
- CCCNC(=O)c1ccc(CN2CCc3ccccc3C2)cc1
 : 4 | -2 | -5 | 0 | -0.9 | -7 | -1 | -6 | i | -0.7
- CN(C)c1nc(N)nc(Cn2nnc(-c3ccc(C(F)(F)F)cc3)n2)n1
 : -3 | 0 | 8 | 16 | -0.4 | 5 | 0 | 2 | i | 1.9
- CCc1ccc(OCC(=O)Nc2ccc3[nH]ncc3c2)cc1
 : -2 | 0 | -12 | -4 | 0.2 | -8 | 7 | -4 | i | -1.9
- Oc1ccccc1C=NC(c1ccccc1)C(O)c1ccccc1 (stereo not drawn)
 : -6 | -4 | -2 | -1 | -0.9 | 2 | -4 | -11 | i | 0.3
- O=C(NCc1ccccc1)C(=O)NCC1OCCN1S(=O)(=O)c1ccc([N+](=O)[O-])cc1 (stereo not drawn)
 : 6 | 0 | 5 | -4 | 0.3 | 4 | -23 | -5 | i | 0.1
- COc1ccc(CN2CCNC(=O)C2CC(=O)NCc2cn[nH]c2-c2ccccc2)c(F)c1 (stereo not drawn)
 : 2 | -4 | -5 | -10 | -0.5 | -3 | 0 | -14 | i | -1.5
- Cc1ccc(NC(=S)N(Cc2cccs2)Cc2cc3cc(C)ccc3[nH]c2=O)cc1
 : 8 | -4 | -143 | -2 | -0.1 | -10 | -1 | -10 | i | 1.2
- O=C1CCC(C(=O)N2CCN(c3ccccc3Cl)CC2)CN1CC1CCCCC1 (stereo not drawn)
 : 6 | 0 | 4 | -1 | -0.9 | 0 | 0 | 6 | i | 0.0
- CC(C(=O)Nc1ccc2c(c1)OCO2)N1CCC(N2CCCCC2)CC1 (stereo not drawn)
 : -3 | -1 | 7 | -13 | -0.4 | -4 | -19 | -9 | i | -2.7
- Cc1ccc(S(=O)(=O)NCCC(=O)N2CCN(c3cccc(Cl)c3)CC2)cc1C
 : -8 | 0 | -8 | 0 | -0.2 | 2 | 1 | -1 | i | 0.8
- COC(=O)c1oc2ccccc2c1-n1cccc1
 : -3 | -4 | 4 | 3 | -1.4 | 0 | -6 | -8 | i | 0.0
- Cc1cc(CNC(=O)COc2ccc(C#N)cc2)c2ccccc2n1
 : -3 | -2 | 10 | 0 | -0.6 | -6 | -2 | -3 | i | 0.2
- Cc1ccccc1N=C1C(=O)Nc2ccccc21
 : -2 | 0 | 5 | -8 | -0.5 | -1 | -20 | -8 | i | -1.4

An excerpt from above in order of heavy-atom count, rising:
Value order – NadD inh | STEP inh | PABP1 MLLE inh | DNMT1 block | TbMetRS inhib | CSN inh | SUMO1-SIM PPI | Scp1 inh | Rpn11 block | LMPTP inh
- Cc1nnc(Cl)c2nn(-c3ccccc3F)c(C)c12
 : 0 | -2 | -2 | 1 | -0.1 | 0 | 3 | -7 | i | -4.8
- COc1ccccc1Cn1c(CO)nc2ccccc21
 : 1 | 0 | 3 | -3 | 0.2 | 0 | 2 | -7 | i | -0.1
- Oc1ccccc1C=NC(c1ccccc1)C(O)c1ccccc1 (stereo not drawn)
 : -6 | -4 | -2 | -1 | -0.9 | 2 | -4 | -11 | i | 0.3

Some entries already given, showing only Scp1 inh.
| molecule | Scp1 inh |
| --- | --- |
| CCOc1ccc(NC(=O)CC(Cc2ccc(Cl)cc2)C(=O)O)cc1 (stereo not drawn) | -12 |
| F[B-](F)(F)c1cc2ccccc2s1 | -8 |
| CC1(c2ccc(Cl)cc2Cl)OCC(Cn2ccnc2)O1 (stereo not drawn) | -7 |
| Oc1c(CN2CCc3ccccc3C2)cc(Cl)c2cccnc12 | 0 |
| O=C(NCc1ccccc1)C(=O)NCC1OCCN1S(=O)(=O)c1ccc([N+](=O)[O-])cc1 (stereo not drawn) | -5 |
